H37Rv inhibition: M. tuberculosis growth inhibition, HTS (AID 449762) | M. tuberculosis H37Rv growth inhibition, 7H9 media; higher % means a stronger effect | inhibition, % at 25 µM; hits with a dose series show IC50 in µM | 330,000 tested, 0.59% active; in the data active = a potency from the dose series; inconclusive = inhibition above about 70% without an active follow-up result;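 note: bacterial growth assessed after seven days of incubation; strong numbers were not always called active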
tuberculosis growth: growth inhibition of non-replicating M. tuberculosis (AID 488890) | Mycobacterium tuberculosis non-replicating, growth inhibition; higher % means a stronger effect | one-dose inhibition, % at 25 µM; IC50 in µM for titrated hits | 320,000 tested, 0.39% active; in the data active = a potency from the dose series; inconclusive = inhibition mostly from about 82% at the one dose, without a potency; inactive = the rest, 99 in 100 with inhibition below about 76%;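 note: plate controls were DMSO cells for no effect and high antibiotic wells for full effect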
VEEV TC-83 Vero: inhibitors of VEEV TC-83 cytopathic effect, confirmation, Vero cells (AID 588727) | inhibition, % at 20 µM, or IC50 in µM where a hit was titrated | Vero cells, VEEV TC-83 cytopathic effect inhibition; higher % means a stronger effect | 350,000 tested, 0.13% active; in the data active = a potency from the dose series; inconclusive = inhibition mostly from about 14% at the one dose, without a potency; inactive = the rest, 99 in 100 with inhibition below about 12%; note: strong numbers were not always called active
H1N1 NS1A inhibition: NS1A inhibition, H1N1 influenza, cell based functional assay (AID 504329); NS1A functional cell-based assay, percent inhibition; higher % means a stronger effect; inhibition, % at 12.5 µM; hits with a dose series show IC50 in µM; 340,000 tested, 0.3% active; in the data active = a potency from the dose series; inconclusive = inhibition above about 27% without an active follow-up result; note: strong numbers were not always called active
Salmonella PhoP GFP: Inhibition of PhoP regulon, Salmonella typhi GFP reporter cells, confirmation, 4 h (AID 1850) | 310,000 tested, 0.33% active | Salmonella Typhi PhoP-promoter GFP reporter, fluorescence, 4 h; higher % means a stronger effect | inhibition, % at 50 µM, or IC50 in µM where a hit was titrated; in the data active = a potency from the dose series; inconclusive = inhibition mostly from about 25% at the one dose, without a potency; inactive = the rest, 99 in 100 with inhibition below about 19%;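 note: 0% = induced wells with vehicle and 100% = uninduced wells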
VEEV TC-83 Vero 10K pilot screen: further read-out of VEEV TC-83 Vero, marked with its call; inhibition, %; measured here: 10K pilot screen inhibition
Starred values were filed as active, the others as inactive; i = inactive; ? = inconclusive; · = no result given.

SMILES | H37Rv inhibition | tuberculosis growth | VEEV TC-83 Vero | H1N1 NS1A inhibition | Salmonella PhoP GFP | others
CC(=O)Nc1ccc2nc3ccccc3nc2c1 | -10% | 24% | 1.8% | 4% | -9%
COc1ccccc1NC(=S)NCCC(c1ccccc1)c1ccccc1 | 5% | 50% | i | -12% | -3%
COc1cc(OC)cc(-c2sc3ccc(OC)cc3c2-c2ccc(OCCN3CCCCC3)cc2)c1 | · | · | i | 3% | ·
Oc1ccc(Br)cc1C=Nc1ccc(Cl)cc1 | 8% | 6% | i | -7% | -7%
COc1ccc([N+](=O)[O-])cc1N(CC(O)Cn1nnc2ccccc21)S(=O)(=O)c1ccc(C)cc1 (stereo unspecified) | -7% | 38% | i | -3% | -8%
CCCCNC(=O)Nc1nc2ccccc2s1 | 3% | 15% | 0.3% | -3% | -13%
Cc1cc(C)n(S(=O)(=O)c2ccc(C(C)(C)C)cc2)n1 | -6% | 5% | 0.6% | 21% | 1%
O=C(O)c1ccc(N2CC3CC(C2)c2cccc(=O)n2C3)c(NS(=O)(=O)c2cccc(C(F)(F)F)c2)c1 (stereo unspecified) | -3% | 7% | 1.2% | -1% | 2%
COc1ccc(/C(N)=N/OC(=O)CN(C)S(=O)(=O)c2ccc(C)cc2)cc1 | · | · | i | -4% | ·
Cc1ccc(C(=O)COC(=O)COc2ccccc2C)cc1 | 2% | 53% | 0.8% | -7% | 0%
N#Cc1c(-c2ccc3c(c2)OCO3)csc1N | ? | 36% | 2.4% | 7% | -1%
COc1ccccc1NS(=O)(=O)c1ccc(C)c(C(=O)NCC(c2cccs2)N2CCOCC2)c1 (stereo unspecified) | · | · | 4.8% | 2% | ·
COCCNC(=O)C1CCC(CNS(=O)(=O)c2ccccc2)CC1 (stereo unspecified) | 1% | -14% | i | 16% | 8%
CN(C)C(=O)Cn1nc(-c2ccccc2)c2ccccc2c1=O | 3% | -6% | 2.5% | 0% | 7%
CCOC(=O)C[C@H]1c2ccccc2S(=O)(=O)N1C1CC1 | -2% | -7% | 0.3% | -26% | -10%
COc1ccc(NC(=O)CNC(=O)Cc2ccccc2)cc1 | 2% | 3% | i | -2% | 3%
COc1cc(CCC(=O)OCC(=O)N(CC(C)C)C2CCS(=O)(=O)C2)cc(OC)c1OC (stereo unspecified) | · | · | 0.1% | -17% | ·
Clc1ccc(-c2nc3ccccn3c2CN2CCCCC2)cc1 | 16% | 25% | 0.7% | 9% | -2%
COc1ccc(N=CC2=C(Nc3ccc(OC)cc3)c3c(C)nn(-c4ccccn4)c3CC2)cc1 | ? | ? | · | · | 30%
O=C(COC(=O)C12CC3CC(CC(C3)C1)C2)NNC(=O)c1ccccc1 | -11% | 41% | i | -6% | ·
CCOC(=O)c1ccc(S(=O)(=O)NNC(=O)c2ccc3c(c2)nc(C)n3CC)cc1 | -7% | 11% | i | -6% | 5%
COc1ccc(S(=O)(=O)N2CCOCC2)cc1NC(=O)CN(C)CC(=O)Nc1cccc(F)c1 | -4% | 1% | 9.7% | -2% | ·
Cc1ccccc1-c1cc(C(=O)O)n(CC2CC(c3cccnc3)=NO2)n1 (stereo unspecified) | -2% | -12% | 0.1% | 8% | ·
Cc1nnc(SCC2=C(C(=O)O)N3C(=O)C(NC(=O)Cn4nc(C(F)F)cc4C)C3SC2)s1 (stereo unspecified) | -8% | -8% | 1.0% | -14% | -13%
COc1ccc2c(c1)OC(=O)CC2c1ccccc1OC (stereo unspecified) | · | · | 0.1% | -1% | ·

The final seven compounds of the section before lead into the next:
SMILES | H37Rv inhibition | tuberculosis growth | VEEV TC-83 Vero | H1N1 NS1A inhibition | Salmonella PhoP GFP | others
COc1ccc(N=CC2=C(Nc3ccc(OC)cc3)c3c(C)nn(-c4ccccn4)c3CC2)cc1 | ? | ? | · | · | 30%
O=C(COC(=O)C12CC3CC(CC(C3)C1)C2)NNC(=O)c1ccccc1 | -11% | 41% | i | -6% | ·
CCOC(=O)c1ccc(S(=O)(=O)NNC(=O)c2ccc3c(c2)nc(C)n3CC)cc1 | -7% | 11% | i | -6% | 5%
COc1ccc(S(=O)(=O)N2CCOCC2)cc1NC(=O)CN(C)CC(=O)Nc1cccc(F)c1 | -4% | 1% | 9.7% | -2% | ·
Cc1ccccc1-c1cc(C(=O)O)n(CC2CC(c3cccnc3)=NO2)n1 (stereo unspecified) | -2% | -12% | 0.1% | 8% | ·
Cc1nnc(SCC2=C(C(=O)O)N3C(=O)C(NC(=O)Cn4nc(C(F)F)cc4C)C3SC2)s1 (stereo unspecified) | -8% | -8% | 1.0% | -14% | -13%
COc1ccc2c(c1)OC(=O)CC2c1ccccc1OC (stereo unspecified) | · | · | 0.1% | -1% | ·
O=C(NCc1ccccn1)C1CCN(S(=O)(=O)c2cc(Cl)ccc2Cl)CC1 | 0% | -1% | i | 7% | 0% | VEEV TC-83 Vero 10K pilot screen=0.0
CNS(=O)(=O)c1cccc(C(=O)OCC(=O)N(CCC#N)c2ccccc2)c1 | -7% | 6% | 0.7% | 1% | 0%
Cc1cc(C)n2nc(C(=O)Nc3cccc(S(=O)(=O)N4CCCC4)c3)nc2n1 | -6% | 0% | 0.3% | -5% | 8%
CC(C)(C)c1ccc(OCCC(=O)OCC(=O)NC(=O)NC2CCCC2)cc1 | 5.5µM* | ? | 13% | -3% | 1%
O=C(NNC(=S)NC(=O)c1ccccc1)c1ccc([N+](=O)[O-])cc1 | ? | ? | 3.7% | -4% | -2%
Cc1cccc(NC(=O)c2ccc(Cl)c(S(=O)(=O)N3CCCCCC3)c2)n1 | -6% | 19% | 4.8% | -12% | ·
O=C(c1ccc(Cl)cc1)N(c1ccccn1)C1CCCCC1 | 0% | 10% | 0.4% | -2% | -10%
CN(C(=O)CC1C(=O)NCCN1CC1CCCCC1)C1CCOCC1 (stereo unspecified) | -3% | 9% | i | 0% | 10%
COC(=O)C1=C(C)NC2=C(C(=O)CC(C)(C)C2)C1c1ccccn1 (stereo unspecified) | -3% | -3% | 1.8% | 4% | -4%
COc1ccc(C)cc1N(C(=O)CNC(=O)c1ccco1)C(C(=O)NCC1CCCO1)c1ccccc1 (stereo unspecified) | 7% | 12% | i | 4% | 8%
O=C(C1CCN(S(=O)(=O)c2ccc(Br)s2)CC1)N1CCc2ccccc21 | -2% | 28% | ? | -6% | 1%
Cc1ccccc1Cn1cnc2ccccc21 | -4% | 9% | i | 2% | -4%
CC(C)CCc1noc(CN2CCN(CC(=O)NC(C)C)CC2)n1 | 4% | -2% | 4.2% | 13% | 6%
C/C(=C\C(=O)c1c(O)cc(C)oc1=O)N(C)C | 0% | 1% | 1.4% | · | -3%
O=C(CSC(=S)N1CCN(c2ccccc2)CC1)Nc1nc(-c2ccccc2)c(-c2ccccc2)o1 | 1% | -10% | 0.2% | 2% | 2% | VEEV TC-83 Vero 10K pilot screen=0.9
O=C(O)Cn1cc(C(=O)c2ccccc2)c2ccccc21 | 3% | -3% | 2.1% | -1% | -1%
Cc1ccc(N(C(=O)c2csnn2)C(C(=O)NC2CCCC2)c2ccncc2)c(C)c1 (stereo unspecified) | -4% | -5% | 0.5% | 10% | 12%
NC(=O)c1ccc(Oc2ncc(C(F)(F)F)cc2Cl)cc1 | -2% | 2% | 0.6% | -8% | 6%
COc1ccc(-n2c(C)ccc2-c2ccccc2)cn1 | 2% | 58% | i | -3% | -6%
CC[C@@]1(C(=O)OC)N[C@H](CN(C)C(=O)Nc2ccc(OC)cc2)[C@@H]2C(=O)N(Cc3ccccc3)C(=O)[C@@H]21 | -4% | 7% | 0.5% | 4% | ·
COc1cccc2cc(-c3cc(=O)oc4ccc(O)cc34)oc12 | ? | -5% | 2.7% | -18% | -16%
COc1ccc(NC(=O)/C(C#N)=C/c2cccnc2)c(OC)c1 | 2% | 5% | 6.4% | 5% | -3%
Cc1cc(C)nc(Nc2n[nH]c(-c3ccccc3N)n2)n1 | 1% | -24% | 11% | -19% | -2%
CN(C(N)=S)c1ccccc1 | 2% | -5% | i | -2% | 4%
O=C(Nc1ccc(N2CCOCC2)c(S(=O)(=O)Nc2ccccc2Cl)c1)c1ccc(=O)[nH]n1 | · | · | 7.9% | -7% | ·

Continuation.
SMILES | H37Rv inhibition | tuberculosis growth | VEEV TC-83 Vero | H1N1 NS1A inhibition | Salmonella PhoP GFP | others
COc1ccc(C(C(=O)NC(C)(C)C)N(C(=O)CCC(=O)Nc2cc(C)on2)c2cccc(F)c2)cc1 (stereo unspecified) | -2% | 6% | 0.9% | 10% | 4%
CCCC1(C2CCCC2)NC(=O)NC1=O (stereo unspecified) | · | · | 4.8% | -20% | ·
Cc1cc(Nc2ccc(F)cc2Cl)n2nc(C)nc2n1 | -6% | 27% | 1.1% | -9% | -1%
COc1cc(C(=O)NC(=S)Nc2ccc3oc(=O)ccc3c2)cc(OC)c1OC | -3% | -4% | 0.3% | -10% | 1%
CN(C(=S)Oc1ccc(C(=O)Nc2ccccc2)cc1)c1ccccc1 | -9% | 45% | 0.8% | 2% | 0%
CC(=O)Oc1ccc(C(=O)NCCc2ccccc2)cc1 | 15% | -2% | i | -1% | -1%
N=c1c(S(=O)(=O)c2ccccc2)cc2c(=O)n3ccccc3nc2n1Cc1cccnc1 | -4% | -2% | 7.4% | 0% | -8%
CCN1C[C@@H]2[C@@H]3C(=O)N(Cc4ccccc4)C(=O)[C@@H]3[C@](Cc3ccccc3)(C(=O)OC)N2C1=NCc1ccccc1 | · | · | 0.9% | -4% | ·
Cc1nnc(C)n1/N=C/c1ccc(O)cc1 | 1% | -6% | 1.7% | -19% | -10%
O=C(CSCc1ccc(Cl)cc1)Nc1ccccc1C(=O)N1CCOCC1 | -9% | 0% | i | 1% | -11%
CC(=O)NCC(=O)NC(C(=O)Nc1ccc2c(c1)OCCO2)c1ccc(C)cc1 (stereo unspecified) | -4% | 8% | 0.2% | -1% | -4%
Cc1cc(O)c(-c2cc(C(=O)Nc3cccnc3)[nH]n2)cc1C | 1% | -15% | 2.4% | 11% | 5%
O=C(O)CC(NC(=O)C12CC3CC(CC(C3)C1)C2)c1ccc(F)cc1 (stereo unspecified) | 3% | 1% | 0.6% | -16% | -6%
Cc1ccc2[nH]c(=O)c(CNC(C)C)cc2c1 | 3% | 2% | 2.0% | 4% | -4%
Cc1nn(C(C)C(=O)NCCCN2CCCCC2C)c(=O)c2c1sc1ccccc12 (stereo unspecified) | 1% | 19% | 0.7% | -3% | 7%
CCC(C)NC(=O)CSc1nc2cc(S(=O)(=O)N3CCOCC3)ccc2n1CC (stereo unspecified) | -3% | -9% | 2.7% | -9% | 1%
COc1ccc(OC)c(S(=O)(=O)NC(C)c2cnn(-c3ccccn3)c2C)c1 (stereo unspecified) | -3% | -1% | 9.4% | -10% | -8%
O=C1NC(c2cccnc2)C(C(=O)c2cccs2)C(O)(C(F)(F)F)N1 (stereo unspecified) | -2% | 2% | i | 6% | -8%
Cc1nnc(SCC(=O)c2c(N)n(C)c(=O)n(C)c2=O)n1Cc1ccccc1 | -9% | -13% | i | 4% | -3%
Cc1cccc(C)c1NC(=O)c1cccc2c1C(=O)N(C1CCCCC1)C2 | 8% | 55% | 3.6% | -15% | -1%
O=[N+]([O-])c1cc(S(=O)(=O)NCCN2CCOCC2)ccc1Cl | 19% | -8% | 3.7% | 7% | 4%

Copied from the results shown for reference:
SMILES | H37Rv inhibition | tuberculosis growth | VEEV TC-83 Vero | H1N1 NS1A inhibition | Salmonella PhoP GFP | others
CCC(C)NC(=O)CSc1nc2cc(S(=O)(=O)N3CCOCC3)ccc2n1CC (stereo unspecified) | -3% | -9% | 2.7% | -9% | 1%
COc1ccc(OC)c(S(=O)(=O)NC(C)c2cnn(-c3ccccn3)c2C)c1 (stereo unspecified) | -3% | -1% | 9.4% | -10% | -8%
